KB-V1 MDR tox: qHTS assay for MDR1-selective chemotherapeutics: Primary screen using the drug-selected MDR subline cells KB-V1; KB-V1 MDR cells viability, CellTiter-Glo, 72 h; Potency, µM (series often up to 46.1 µM), for the others: top-dose activity change, negative = cytotoxicity, most hits filed as cytotoxic; 400,000 compounds, 3.4% hits; AID 1347076, 2019; further: potency means the concentration at half of the fitted maximal effect; on the % scale 0 is the no-effect control and ±100 the full control effect; nearly all actives have a fitted effect of over 60% in size
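Readout: CellTiter-Glo luminescence, 10 min after addition. Cells: KB-V1 MDR subline, 72 h at 37 degrees C with compound. Analysis: corrected, normalized data fitted to concentration-effect curves.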
HEK293 tox: qHTS of GLP-1 Receptor Inverse Agonists: Cytotox Screen; 410,000 compounds, 0.13% hits; Potency, µM (doses to about 38.3 µM), for the others: at the highest dose activity change, negative = inhibition, actives largely listed as inhibitors; HEK293 cAMP-luciferase reporter cells, luminescence, 24 h; AID 624418, 2012;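 further: loss of luciferase light is scored as toxicity; potency means the concentration at half of the fitted maximal effect; on the % scale 0 is the no-effect control and ±100 the full control effect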
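Seeding density was 200 cells/uL; after overnight-length (12 h) culture, 23 nL compounds went on for 24 h at 37 °C. Readout used a luciferase detection reagent, luminescence taken after 12 min at room temperature.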
aSyn yeast inh: qHTS of alpha-syn Inhibitors. Yeast expressing alpha-synuclein, growth rescue, BacTiter-Glo, 24 h. Potency, µM (top dose mostly 46.1 µM), for the others: top-dose growth rescue (activation), actives largely listed as activators. AID 652106, 2013. 370,000 compounds, 0.14% hits; further: potency means the concentration at half of the fitted maximal effect; % of control where 0% means no effect; nearly all actives have a fitted effect of over 65% in size
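Screening used galactose-induced yeast with toxic alpha-synuclein levels, exposed to compound for 24 hr at 30 deg C. Cell growth, read with BacTiter-Glo luminescence, gave the measured signal.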
D3 ag: qHTS of D3 Dopamine Receptor Agonist: qHTS | D(3) dopamine receptor (Homo sapiens), P35462 | D3R DiscoveRx beta-arrestin cells, luminescence, 90 min | max activation, % | 410,000 compounds, 0.58% hits | AID 652048, 2013; in the data active means max activation above about 30%; further: 0% is about no effect; mostly tested at two doses, the higher about 12 µM
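Cells at 1500/well, incubated overnight, then treated with pinned compounds (dopamine as control) for 90 min at 37 degrees C. DiscoveRx reagent added for 30 - 60 minutes at room temperature; luminescence read.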
TDP-43 yeast inh: qHTS of TDP-43 Inhibitors; TDP-43 expressing yeast growth rescue, BacTiter-Glo, 24 h; Potency, µM (doses to about 46.1 µM), without a hit: top-dose growth rescue (activation), actives largely listed as activators; 410,000 compounds, 1.8% hits; further: potency means the concentration at half of the fitted maximal effect; % of control where 0% means no effect; nearly all actives have a fitted effect of over 50% in size
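Growth rescue of TDP-43-toxic yeast measured as ATP luminescence (BacTiter-Glo). Cells grown to mid-log in raffinose, induced in galactose at OD600=0.02, exposed to compound 24 hr at 30 deg C.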
DRD3 antagonist: qHTS of D3 Dopamine Receptor Antagonist: qHTS | max response, negative = inhibition, % | D3R cells, DiscoveRx beta-arrestin luminescence, antagonist mode; stronger effect = lower value | 360,000 compounds, 2.5% hits; in the data active means max response below about -50%; inconclusive means no clear call, values can overlap the other calls; further: on the % scale 0 is the no-effect control and ±100 the full control effect; mostly tested at two doses, the higher about 12 µM
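Cells plated overnight at 1500 cells/well, then exposed to library compounds with dopamine controls for 90 minutes at 37 degrees C. DiscoveRx reagent added for 30–60 minutes at room temperature; luminescence read, quantitative HTS format.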
GLP1R inv ag: qHTS of GLP-1 Receptor Inverse Agonists (Inhibition Mode). Glucagon-like peptide 1 receptor (Homo sapiens), P43220. HEK293 GLP-1R CRE-luciferase, luminescence, 24 h; GLP-1R form is constitutively active. Potency, µM (top dose mostly 38.3 µM), for inactives: at the highest dose activity change, negative = inhibition, usual class: inhibitors. 410,000 compounds, 1.6% hits. AID 624417, 2012; further: potency means the concentration at half of the fitted maximal effect; on the % scale 0 is the no-effect control and ±100 the full control effect; nearly all actives have a fitted effect of over 55% in size
Target sequence (P43220 whole entry, looked up): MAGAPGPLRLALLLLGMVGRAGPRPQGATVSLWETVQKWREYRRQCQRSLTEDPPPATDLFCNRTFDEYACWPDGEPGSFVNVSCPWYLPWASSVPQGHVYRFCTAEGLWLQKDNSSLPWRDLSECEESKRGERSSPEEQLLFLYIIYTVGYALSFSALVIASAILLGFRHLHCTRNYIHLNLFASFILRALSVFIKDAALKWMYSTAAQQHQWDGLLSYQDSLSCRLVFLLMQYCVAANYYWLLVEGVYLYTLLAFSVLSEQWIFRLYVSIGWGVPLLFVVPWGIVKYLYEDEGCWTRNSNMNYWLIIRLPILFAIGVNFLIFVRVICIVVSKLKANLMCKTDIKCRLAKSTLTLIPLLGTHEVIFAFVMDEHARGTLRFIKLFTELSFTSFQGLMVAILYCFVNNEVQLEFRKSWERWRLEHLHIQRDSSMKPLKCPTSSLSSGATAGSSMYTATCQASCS
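HEK293 cells stably co-expressing a cAMP-responsive luciferase reporter and constitutively active GLP-1R were seeded, incubated 12 h, then exposed to compounds for 24 h at 37 C. Luminescence was read 12 min after detection reagent; inverse agonists lower signal.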
GLP-1R agonist: qHTS of GLP-1 Receptor Agonists. AID 624172, 2012. HEK293 GLP-1R CRE-luciferase, luminescence, 4-6 h; cells express a hypersensitive GLP-1R form. Glucagon-like peptide 1 receptor (Homo sapiens), P43220. 380,000 compounds, 0.007% hits. Potency, µM (doses to about 45.6 µM), for inactives: at the highest dose activation, usual class: activators; further: potency means the concentration at half of the fitted maximal effect; % of control where 0% means no effect
PTHR1 agonist: qHTS for PTHR1 Agonists: Primary Screen. 410,000 compounds, 0.075% hits. HEK293 GP2 PTHR1 cells, GloSensor cAMP luminescence, 1 h. Parathyroid hormone/parathyroid hormone-related peptide receptor (Homo sapiens), Q03431. Potency, µM (series often up to 115 µM), for inactives: at the top dose activation, usual class: activators; further: potency means the concentration at half of the fitted maximal effect; nearly all actives have a fitted effect of over 55% in size; some results filed as inactive show a strong effect at the top dose; inactives centre near -15; many of its hits are not listed in these tables
Target sequence (Q03431 whole entry, looked up): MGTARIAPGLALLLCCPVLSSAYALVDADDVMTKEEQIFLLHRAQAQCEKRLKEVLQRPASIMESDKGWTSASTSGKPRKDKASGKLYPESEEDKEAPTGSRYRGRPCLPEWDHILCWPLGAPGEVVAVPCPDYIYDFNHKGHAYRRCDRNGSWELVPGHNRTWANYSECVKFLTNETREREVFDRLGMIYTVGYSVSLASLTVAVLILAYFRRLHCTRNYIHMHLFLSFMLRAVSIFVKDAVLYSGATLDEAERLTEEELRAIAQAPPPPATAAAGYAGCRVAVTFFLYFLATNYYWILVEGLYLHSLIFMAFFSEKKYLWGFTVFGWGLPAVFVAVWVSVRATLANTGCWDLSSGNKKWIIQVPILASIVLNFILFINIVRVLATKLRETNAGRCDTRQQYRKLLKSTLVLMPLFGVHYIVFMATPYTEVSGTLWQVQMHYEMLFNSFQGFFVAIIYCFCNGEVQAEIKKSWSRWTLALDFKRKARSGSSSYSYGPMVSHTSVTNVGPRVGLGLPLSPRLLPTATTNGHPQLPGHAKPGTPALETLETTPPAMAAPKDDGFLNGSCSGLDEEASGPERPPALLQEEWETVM
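HEK-293-derived GP2 cells expressing PTHR1 and a GloSensor cAMP reporter, 3,000/well, plated overnight, given luciferin plus IBMX (each 0.5 mM as added) for 1 h at 37 °C, then compound for 1 h at 37 °C. Luminescence was read after 15 min at room temperature.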
Numbers without * were called inactive; i = inactive; ? = inconclusive; . = no result given; & = joins results of further samples; [ ] = dose if it differs, or a comment. Unless noted, the call rests on the fitted dose curve; in most records, active means well fitted curve in the direction sought with a large enough effect; inconclusive means small, poorly fitted or top-dose-only effect, or another doubt; inactive means no such curve, though single readings can be large; an effect the other way counts as inactive or inconclusive. Only part of the results is shown; rates above refer to the full screens.

SMILES	KB-V1 MDR tox	HEK293 tox	aSyn yeast inh	D3 ag	TDP-43 yeast inh	DRD3 antagonist	GLP1R inv ag	GLP-1R agonist	PTHR1 agonist
COc1ccc(CN2CCOC2=O)cc1OC	-2.9%	7.5%	-0.4%	-2.5	5.0%	-11.6	46.6%[activator]	9.1%	-4.4%
CC(=O)NC(=S)Nc1ccc(NC(=O)c2cccnc2Cl)cc1	?	-8.2%	-2.4%	-15.1	6.5%	-23.8	26.4%	-0.7%	-9.8%
C[c-]1[c-](C)[c-](C)[c-](C)[c-]1C.[Fe].c1cc2nccc(N3CCCC3)[c-]2c1 (stereo unspecified)	?	-23.1%&5.3%	-5.1%&-4.1%	11.8&-15.5	7.2%&6.2%	0.0&0.0	7.5%&6.2%	3.4%&2.4%	-22.1%&-24.0%
CS(=O)(=O)NNC(=O)c1cc2cc3ccccc3nc2s1	-27.2%	-5.4%	-8.1%	6.4	-10.3%	-15.4	7.7%	-1.1%	-21.8%
COc1ccc(C(=O)C2CCCN(C(=O)c3cccnc3SC)C2)c(C)c1 (stereo unspecified)	7.3%	-6.9%	5.6%	-9.5	-0.2%[0.397 µM]	-3.0	-6.5%	1.3%	-4.1%
Cc1ccc(C(O)c2ncc(-c3ccc(C(F)(F)F)cc3)[nH]2)cc1F (stereo unspecified)	-1.4%	-13.6%	0.5%	6.6	24.5%	31.3	?	-0.4%	-6.6%
CCCCOc1ccc(S(=O)(=O)Nc2cccnc2)cc1	5.8µM*	-8.3%	12.0%	16.8	21.6%	38.9	-3.0%	-0.4%	-15.2%[57.5 µM]
CC1=C(C(=O)Nc2ccccc2C(=O)N2CCN(c3ccccc3)CC2)SCCO1	-19.9%	-3.6%	7.5%	-3.2	20.4%	3.9	2.6%	-0.4%	i
COc1ccc(C(C(=O)NC2CCCC2)N(C(=O)c2ccoc2C)c2cc(C)cc(C)c2)cc1 (stereo unspecified)	-20.5%	-21.2%	4.1%	-12.4	-22.6%	?	0.0%	-7.8%	-4.9%[57.5 µM]
O=C(/C=C/c1c(Cl)nc2ccccn12)N1CCN(c2ccc(F)cc2)CC1	?	22.7%	14.7%	-3.4	?	0.3	31.3%[activator]	7.2%	-8.6%
Cc1ccccc1CNC(=O)c1ccc(Cn2c(SCc3ccccc3)nc3cccnc32)cc1	-22.6%	9.2%	.	-21.3	-11.3%	.	-12.3%	.	-9.0%
Cc1n[nH]c(C)c1S(=O)(=O)N1CCCC(C(=O)NC2CCCCC2)C1 (stereo unspecified)	-21.1%	5.6%	5.0%	4.6	-14.1%	0.0	12.0%	-5.3%	-42.3%[inhibitor]
CCCCCCCc1c(C#N)c(N)[nH]c(=S)c1C#N	15.3%	-0.2%	-11.3%	16.3	?	6.9	39.7%[activator]	-10.7%	-14.0%
CC(C)C1C(=O)N(Cc2cn(CCC3OCCO3)nn2)CCS(=O)(=O)N1Cc1ccc(-c2ccccc2C(F)(F)F)cc1 (stereo unspecified)	?	-1.2%	?	3.2	35.5µM*	-3.1	?	-5.0%	-13.8%
Cc1ccc(C)c(S(=O)(=O)N2CCN(C(=O)CCCc3c[nH]c4ccccc34)CC2)c1	?	-20.4%	?	6.3	28.3%	4.0	?	-3.6%	-17.4%
Cc1noc(NC(=O)c2ccccc2C(F)(F)F)c1C#N	4.5%	-8.5%	-0.3%	1.0	-16.2%	-2.9	8.1%	-1.7%	-15.8%
CCCCCCc1c(O)c2ccccc2[nH]c1=O	-29.1%	1.6%	-0.5%	-5.6	9.1%	4.5	19.4%	-6.4%	17.5%[57.5 µM]
CCN(CC)C(=O)C1CCCN(Cc2ccc(N(C)C)cc2)C1 (stereo unspecified)	-20.5%	-4.2%	-5.3%	2.4	-22.8%	2.9	10.4%	-0.7%	-21.0%
O=C(N=c1ccn(-c2nc3ccccc3nc2NS(=O)(=O)c2ccc(Cl)cc2)cc1)c1cccs1	4.4%	-1.4%	1.6%	-13.8	-8.9%	-10.1	17.6%	-2.9%	i
COc1cc(CNc2cccc(F)c2)cc(Br)c1O	0.3%	9.9%	-13.2%	1.4	-22.1%	4.5	-11.6%	9.9%	-6.9%

By substructure, the entries above with a Cl atom (three)
SMILES	KB-V1 MDR tox	HEK293 tox	aSyn yeast inh	D3 ag	TDP-43 yeast inh	DRD3 antagonist	GLP1R inv ag	GLP-1R agonist	PTHR1 agonist
CC(=O)NC(=S)Nc1ccc(NC(=O)c2cccnc2Cl)cc1	?	-8.2%	-2.4%	-15.1	6.5%	-23.8	26.4%	-0.7%	-9.8%
O=C(/C=C/c1c(Cl)nc2ccccn12)N1CCN(c2ccc(F)cc2)CC1	?	22.7%	14.7%	-3.4	?	0.3	31.3%[activator]	7.2%	-8.6%
O=C(N=c1ccn(-c2nc3ccccc3nc2NS(=O)(=O)c2ccc(Cl)cc2)cc1)c1cccs1	4.4%	-1.4%	1.6%	-13.8	-8.9%	-10.1	17.6%	-2.9%	i

Additional structures.
SMILES	KB-V1 MDR tox	HEK293 tox	aSyn yeast inh	D3 ag	TDP-43 yeast inh	DRD3 antagonist	GLP1R inv ag	GLP-1R agonist	PTHR1 agonist
OC(c1ccc(F)cc1)c1nc(-c2cc3ccccc3o2)cs1 (stereo unspecified)	?	-16.5%	?	6.8	25.1µM*	27.3	?	23.3%	i
CCc1c(C(=O)NN2C(=O)C3CCCCC3C2=O)csc1C (stereo unspecified)	1.5%	-1.1%	-5.3%	1.4	16.1%	5.6	13.3%	-9.5%	i
Cc1ccc(Cl)cc1NC(=S)N(Cc1ccccc1)Cc1cccnc1	?	?	25.3%	0.3	29.6%[9.22 µM]	5.7	?	6.4%	-34.5%[inhibitor]
COc1ccc(C2=C(c3ccc(OC)c(OC)c3)CN3CCCCC3C2)cc1 (stereo unspecified)	7.2%	21.9%	-6.1%	-39.7	-7.7%	0.0	4.4%	7.7%	24.0%
O=C(N/N=C/c1c(Nc2cccc(C(F)(F)F)c2)nc2ccccn2c1=O)c1ccccc1[N+](=O)[O-]	-8.2%	-0.7%	-3.1%	-4.5	-3.8%	6.2	11.0%	10.7%	i
O=C(NCCc1ccccc1)c1cc(Nc2ccccc2)nc2ccccc12	-2.9%	9.4%	.	-8.4	18.6%	.	?	.	-21.7%
N#Cc1ccccc1CSc1nc2ccsc2c(=O)n1Cc1ccccn1	-17.6%	2.5%	14.1%	1.3	?	20.4	13.5%	?	1.5%
CC(C)(C)c1cc(NC(=O)COC(=O)c2ccccc2)n(-c2ccccc2)n1	-2.6%	2.8%	5.4%	5.1	?	-14.5	?	3.5%	i
CN(C)C(=O)c1ccc2c(c1[N+](=O)[O-])C(=O)c1ccccc1C2=O	?	-16.6%	-0.2%	-9.4	?	?	12.5%	-2.3%	-27.9%
CC(C)(C)c1ccc(-c2nc(NC(=O)CSc3ncnc4sc5c(c34)CCCC5)ns2)cc1	.	-2.2%	.	-10.4	5.0%	.	0.2%	.	i
O=C(COC(=O)C1=COCCO1)Nc1c(F)cccc1F	-0.4%	-1.7%	3.1%	4.6	-28.3%	7.6	2.7%	3.2%	-13.8%
CCOC(=O)N=S(=O)(Oc1ccc([N+](=O)[O-])cc1)c1ccc(Cl)cc1 (stereo unspecified)	-3.1%	1.2%	6.5%	-6.4	26.4%	-14.4	-8.5%	-10.9%	-26.3%[57.5 µM]
COc1cc(C2/C(=C(\O)c3ccc4c(c3)OCCO4)C(=O)C(=O)N2c2nnc(C)s2)cc(OC)c1OC (stereo unspecified)	15.3%	-20.5%	3.5%	-6.8	-1.2%	11.9	1.5%	-0.3%	28.3%
CN(C)/C(=N\S(=O)(=O)c1ccc(Cl)cc1)c1ccc(F)cc1	0.0%	-1.7%	1.7%	3.9	5.8%	5.3	15.8%	-2.7%	-22.0%
COc1ccc(CN(Cc2nc3ccccc3c(=O)[nH]2)C(=O)C(C)(C)C)cc1	0.0%	-22.0%	1.4%	0.7	11.5%	2.7	?	0.0%	i
Cc1ccccc1NS(=O)(=O)c1ccc(C(=O)NCC(c2ccccc2)N(C)C)cc1 (stereo unspecified)	?	-1.1%	-3.8%	-11.5	-21.8%	?	?	1.1%	-71.1%[inhibitor]
O=[N+]([O-])c1cccc(N/N=C/c2cccc3ccccc23)c1	1.4%	-27.4%	-0.5%	-12.5	8.0%	-10.2	?	-2.6%	i
COc1cc(CNC(=O)CCn2nc(C)c3c(C)n(-c4ccccc4)nc3c2=O)cc(OC)c1OC	?	-3.8%	3.0%	1.5	-19.5%	-3.1	3.9%	-1.5%	-14.5%
Cc1cccc(OCC(=O)N2CCc3ccccc3C2)c1C	-26.7%	-0.6%	9.8%	2.6	?	0.7	?	9.4%	-16.2%
CCOC(=O)N1CCN(C2=NC3(CCCCC3)C(C#N)C(=O)N2)CC1 (stereo unspecified)	4.1%	2.8%	-8.3%	-8.4	-10.4%	-11.9	9.1%	-11.0%	i
CCN(CC)CCCN(CC(=O)N(C)Cc1ccccc1)C(=O)c1ccc([N+](=O)[O-])cc1	6.0%	-3.8%	7.2%	-3.9	8.4%	14.6	-18.1%	-0.9%	i
Fc1ccc2c(c1)NC(c1ccncc1)=NC(c1cccs1)=N2	12.5%	0.0%	.	-6.0	16.1%	.	-25.9%	.	-1.4%
CCOC(=O)C1CCCN(C(=O)Cn2ncc3c4ccccc4n(C)c3c2=O)C1 (stereo unspecified)	2.2%	2.4%	.	-6.0	26.1%	.	-22.7%	.	-37.4%[inhibitor]

Compound activity deposited in PubChem BioAssay by National Center for Advancing Translational Sciences (NCATS).
